GDH-TPI counter: counter-screen for M. tuberculosis FBA inhibitors: GDH-TPI coupled enzymes. inhibition, % at 4.8 µM. 360,000 compounds, 1.2% hits. GDH-TPI coupled enzyme counterscreen, NADH absorbance;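 further: 0% = DMSO wells and 100% = wells lacking the enzyme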
UGM FP inh: inhibitors of M. tuberculosis UDP-galactopyranose mutase; P9WIQ1; purified UGM, fluorescence polarization probe displacement; inhibition, % at 10 µM; 320,000 compounds, 0.06% hits; in the data active means inhibition above about 10%, passing the limit was not always enough; inconclusive means no clear call, values can overlap the other calls
Target sequence (P9WIQ1 whole entry, looked up): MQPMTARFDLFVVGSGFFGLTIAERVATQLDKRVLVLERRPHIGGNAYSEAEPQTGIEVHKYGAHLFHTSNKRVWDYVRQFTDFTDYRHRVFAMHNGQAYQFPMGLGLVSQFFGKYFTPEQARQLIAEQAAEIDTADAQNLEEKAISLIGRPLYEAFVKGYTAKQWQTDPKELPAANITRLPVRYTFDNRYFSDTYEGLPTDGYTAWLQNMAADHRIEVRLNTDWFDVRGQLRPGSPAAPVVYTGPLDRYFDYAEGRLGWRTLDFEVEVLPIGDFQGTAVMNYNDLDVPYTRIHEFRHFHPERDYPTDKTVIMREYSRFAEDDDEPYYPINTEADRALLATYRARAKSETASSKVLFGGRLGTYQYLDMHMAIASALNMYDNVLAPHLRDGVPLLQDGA
MazEF act: increases E. coli MazEF RNase cleavage of RNA. P0AE70. FAM/BHQ RNA-DNA oligo cleavage fluorescence, 5 h. activation, % at 20 µM. 350,000 compounds, 0.32% hits. AID 504720; in the data active means activation above about 50%
Target sequence (P0AE70 whole entry, looked up): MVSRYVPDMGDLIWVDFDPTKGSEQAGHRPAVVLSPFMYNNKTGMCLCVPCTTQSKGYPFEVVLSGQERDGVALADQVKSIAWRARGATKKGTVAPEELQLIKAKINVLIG
Mtb BioA inh: BioA (M. tuberculosis) enzyme inhibition; purified M. tuberculosis BioA enzyme, plate reader; inhibition, % at 9.99 µM; AID 602481; 360,000 compounds, 0.096% hits; in the data active means inhibition above about 40%; inconclusive means no clear call, values can overlap the other calls
FadD28 binding: blocks FadD28 binding to the bisubstrate probe. fluorescence polarization. inhibition, % at 12.5 µM. 360,000 compounds, 0.22% hits; in the data active means inhibition above about 8.5%, passing the limit was not always enough; inconclusive means no clear call, values can overlap the other calls
Rv3671c inh: inhibits the M. tuberculosis serine protease Rv3671c; inhibition, % at 5.96 µM; P9WHR9; AID 2606; 320,000 compounds, 0.048% hits; in the data active means inhibition above about 38%;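 further: extracellular domain of Rv3671c used as enzyme; 0% = enzyme with DMSO and 100% = no enzyme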
VHR inh abs: DUSP3 (human) phosphatase inhibition. recombinant VHR phosphatase, pNPP absorbance. inhibition, % at 13.3 µM. 290,000 compounds, 0.52% hits; in the data active means inhibition above about 50%; further: some compounds called inactive have numbers as strong as hits
Target sequence (P51452 whole entry, looked up): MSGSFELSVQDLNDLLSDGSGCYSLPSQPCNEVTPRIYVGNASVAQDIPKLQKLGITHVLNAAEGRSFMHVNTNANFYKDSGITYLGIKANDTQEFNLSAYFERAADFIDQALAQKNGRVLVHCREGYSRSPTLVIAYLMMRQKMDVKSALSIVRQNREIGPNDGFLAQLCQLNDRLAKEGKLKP
CCHF vOTU inh: blocks the CCHF virus ovarian tumor domain protease; CCHFV vOTU protease, Pep-AMC fluorescence; 370,000 compounds, 0.55% hits; inhibition, % at 11.5 µM; further: 0% = vehicle wells with enzyme and 100% = no enzyme wells
Mtb FBA inh: inhibits M. tuberculosis FBA enzyme; inhibition, % at 1 µM; 360,000 compounds, 2.3% hits; purified M. tuberculosis FBA, fluorescence read-out; P9WQA3; in the data active means inhibition above about 27%;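 further: 0% = vehicle and 100% = reference inhibitor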
Target sequence (P9WQA3 whole entry, looked up): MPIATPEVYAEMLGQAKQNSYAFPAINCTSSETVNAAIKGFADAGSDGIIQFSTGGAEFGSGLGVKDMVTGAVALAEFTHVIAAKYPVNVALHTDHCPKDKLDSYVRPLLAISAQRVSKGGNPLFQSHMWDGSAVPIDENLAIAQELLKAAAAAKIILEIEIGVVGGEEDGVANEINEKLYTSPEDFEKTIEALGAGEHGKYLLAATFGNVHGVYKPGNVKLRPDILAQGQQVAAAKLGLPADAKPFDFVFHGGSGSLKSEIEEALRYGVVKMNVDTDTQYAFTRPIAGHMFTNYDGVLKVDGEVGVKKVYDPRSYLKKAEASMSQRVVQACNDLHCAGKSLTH
BoNT-F LC inh: BoNT F light chain protease inhibition. 360,000 compounds, 0.22% hits. Multiplex microsphere protease cleavage assay, flow cytometry. inhibition, % at 10 µM; in the data active means inhibition above about 35%, passing the limit was not always enough; inconclusive means no clear call, values can overlap the other calls; further: plate controls were buffer without enzyme for full effect and enzyme alone for no effect
* = called active by the depositor; ? = inconclusive; . = no result given; + = active, no number. Unless noted, no stated cut-off is given here; in the data, active means inhibition above about 30%; inactive means the rest.

SMILES | GDH-TPI counter | UGM FP inh | MazEF act | Mtb BioA inh | FadD28 binding | Rv3671c inh | VHR inh abs | CCHF vOTU inh | Mtb FBA inh | BoNT-F LC inh
Cc1cc(C)c(NC(=O)CS(=O)CC(=O)Nc2ccc(F)cc2F)c(C)c1 (centres undefined) | 7 | 3.5 | -6 | -0.6 | 0.8 | 0 | -8 | -6 | 1 | -5
CCC(C)NS(=O)(=O)c1cc2c3c(c1)CCN3C(=O)CC2 (centres undefined) | 17 | 0.5 | -1 | -5.5 | 1.7 | 1 | 35 | -1 | 8 | -6
O=C(CC1CCCCC1)OCn1nnc2ccccc2c1=O | 6 | -0.3 | -3 | 1.1 | -2.4 | 5 | -12 | 6 | 0 | -2
CCOC(=O)c1sc(N)nc1-c1ccccc1 | 7 | -0.3 | 7 | -0.6 | -0.1 | 11 | -8 | -7 | 7 | -6
COc1ccc(-c2csc(N(CCCN(C)C)C(=O)c3cc(OC)c(OC)c(OC)c3)n2)cc1 | 11 | 2.9 | 4 | 9.6 | 1.0 | 4 | 30 | -8 | 3 | .
Nc1nc(-c2ccccc2)c(N=Nc2ccccc2Cl)s1 | 3 | 3.3 | 13 | . | 0.7 | 15 | 12 | 12 | -31 | -33
Cc1oc(C(=O)O)cc1COc1cccc2ccccc12 | 9 | -3.8 | 6 | 0.2 | -1.6 | -3 | -6 | -7 | 1 | -8
COc1ccc(C(=O)C2CCCN(C(=O)c3cccs3)C2)cc1F (centres undefined) | 2 | 0.1 | 2 | . | -5.8 | -7 | -10 | 16 | 4 | -2
CCc1ccc(OC)c(S(=O)(=O)NCCOc2ccccc2)c1 | -9 | 2.7 | 0 | 0.1 | -6.4 | 5 | 6 | -7 | -1 | -8
CCCCN1CC(Br)C(=O)NC1=O (centres undefined) | -4 | . | 2 | -2.6 | -1.8 | . | . | 2 | -3 | -1
CC1=C(C(=O)OC(C)C)C(c2cccs2)NC(=O)N1 (centres undefined) | 4 | -0.9 | 2 | -1.9 | -1.8 | -1 | 26 | 10 | 0 | -10
COc1cc(C(=O)Nc2nnc(CC(C)C)s2)c([N+](=O)[O-])cc1OC | 12 | 5.2 | 12 | -3.0 | -0.8 | 5 | 13 | -12 | 2 | -4
CNC(=O)c1[nH]cnc1C(=O)Nc1ccccn1 | 6 | 0.4 | 6 | . | 0.1 | 2 | -24 | -7 | -4 | -2
O=c1cc(-c2ccccc2)nc2c(-c3ccccc3)c(C(F)(F)F)[nH]n12 | 10 | 0.2 | 1 | 6.3 | ? | 4 | 40 | -62 | + | .
O=C(NCc1ccc2c(c1)OCO2)c1cc(-c2cc(Cl)ccc2O)n[nH]1 | 11 | 8.4 | 1 | -2.9 | -0.6 | 4 | 27 | 5 | -1 | -10
C=C(C)COc1ccc(-c2nc(N)nc(C(F)(F)F)c2-c2ccc(OC)cc2)c(O)c1 | -9 | -1.9 | 1 | -1.0 | -4.4 | -10 | -8 | 13 | -1 | -9
COc1ccc(C(=O)NCC(c2ccccc2)c2ccccc2)cc1S(=O)(=O)N1CCOCC1 | 1 | . | 6 | -0.1 | -2.8 | . | . | 11 | -2 | -3
Cc1ccccc1N1C(=O)C(Cl)=C(N2CCN(c3ccccc3)CC2)C1=O | 10 | 1.1 | -11 | 0.2 | -0.6 | 1 | 5 | -1 | 3 | -3
COc1cc(/C=N/NC(=O)CCc2c(C)n[nH]c2C)cc(OC)c1OC | -8 | 1.9 | -2 | 0.0 | -2.5 | 4 | -1 | 16 | -1 | 7
COc1ccc(S(=O)(=O)NCC(=O)N(CC(=O)NC(C)(C)C)Cc2cccs2)cc1 | 2 | 3.3 | -4 | . | 0.0 | -3 | 11 | -2 | 1 | -10
Fc1cccc(Cc2c(-c3ccc(Cl)cc3)nc3ccc(Br)cn23)c1 | . | . | . | -0.4 | -5.6 | . | . | 26 | -1 | -6
CC(C(=O)NN)c1ccc([N+](=O)[O-])cc1 (centres undefined) | 6 | -3.9 | 1 | -0.9 | -3.5 | -1 | 13 | 0 | 2 | -4
S=c1[nH]nc(COc2ccccc2)n1/N=C/c1ccc(Cl)c(Cl)c1 | -6 | 0.9 | -7 | 0.1 | . | 8 | 10 | -3 | 0 | -9
NS(=O)(=O)c1ccc(N/N=C/c2ccc(O)c(O)c2O)c([N+](=O)[O-])c1 | 21 | . | -9 | -0.4 | 3.5 | . | 9 | 23 | -11 | -22
NNC(=O)CSc1c(-c2ccccc2)c2cc(Cl)ccc2[nH]c1=O | 15 | 1.5 | 1 | -2.6 | -0.3 | . | 9 | 2 | 0 | -21
SMILES | GDH-TPI counter | UGM FP inh | MazEF act | Mtb BioA inh | FadD28 binding | Rv3671c inh | VHR inh abs | CCHF vOTU inh | Mtb FBA inh | BoNT-F LC inh
C[C@H]1CN([C@@H](C)CO)S(=O)(=O)c2ccc(-c3ccccc3)cc2O[C@H]1CN(C)C(=O)C1CCC1 | 5 | . | 0 | 0.1 | -0.6 | . | . | 2 | -2 | -1
COc1ccc(S(=O)(=O)N(C)CC(=O)Nc2cccc(C(C)=O)c2)cc1C | 13 | -1.1 | 3 | 3.6 | -2.2 | -6 | -3 | 5 | 4 | -2
O=S(=O)(NC1=NCCC1)c1ccc(F)cc1 | -1 | -1.8 | 3 | -1.3 | -2.9 | -12 | 16 | 6 | 1 | ?
CCCn1c(SCC(=O)N2c3ccccc3CC2C)nnc1-c1ccco1 (centres undefined) | 10 | 2.0 | -3 | -0.3 | 0.3 | 0 | 26 | 11 | 2 | -33
COc1ccc(-c2nnc(NC(=O)c3ccccc3[N+](=O)[O-])s2)c(OC)c1 | 15 | 0.1 | 14 | -1.4 | -2.2 | 5 | 6 | -2 | 1 | -4
CC(C)CNS(=O)(=O)c1ccc(CCC(=O)Nc2ccc3c(c2)OCCO3)cc1 | 1 | 1.1 | -4 | -0.2 | 0.6 | -4 | 6 | 4 | 0 | 1
COc1ccc(CNC(=O)C/C(C)=N/NC(=O)COc2ccccc2)cc1 | -4 | 0.5 | 5 | . | -1.3 | 10 | 18 | 6 | 1 | 5
Cc1ccnc(N(C(=O)Nc2ccccc2)C2=NCC(C)(C)S2)c1 | -3 | -1.3 | 13 | -0.6 | 1.1 | 1 | 33 | 1 | 3 | 1
O=C(NCc1csc2ccc(Cl)cc12)Nc1ccccc1 | 13 | -6.8 | 4 | . | -0.2 | -4 | 19 | -2 | -1 | .
O=C(CCNC(=O)c1ccc([N+](=O)[O-])cc1)Nc1ccc(F)cc1F | 12 | 0.2 | -5 | 0.3 | . | -11 | 6 | -5 | 2 | 6
CCN(CC(=O)NCc1ccc(F)cc1)C(=O)C(C)Oc1cccc(Cl)c1 (centres undefined) | 3 | -0.1 | -1 | 1.0 | -2.0 | 2 | . | -12 | 0 | -1
CC(=O)c1cccc(NC(=O)CNC(=O)c2sc3ccccc3c2Cl)c1 | 1 | 2.9 | -20 | -1.5 | 1.5 | -18 | . | -2 | 0 | -2
Cc1ccsc1/C=C1\SC(=S)N(CC2CCCO2)C1=O (centres undefined) | 6 | 1.2 | 3 | . | 0.3 | 0 | 31 | 16 | -9 | 7
O=C(CCN1CCN(c2ccccc2)CC1)NNC(=O)c1cccc2ccccc12 | 4 | -2.0 | 5 | -1.7 | -2.9 | -1 | 1 | 3 | -2 | -5
O=C(CSc1cn[nH]n1)Nc1ccc(O)c(C(=O)O)c1 | -7 | 3.7 | -1 | 1.2 | -3.6 | 2 | -15 | -26 | 31* | -6
CCSc1nnc2n1C(C)(C)Cc1ccccc1-2 | -3 | -4.6 | 13 | 1.2 | -2.8 | -1 | 31 | 0 | 0 | 1
C=CCCCCCCCCC(=O)NN | 4 | -0.1 | -2 | 8.1 | 1.0 | -2 | -4 | -5 | 1 | -6
CCc1nc(C#N)c(N2CCCCC2)o1 | 0 | -0.1 | 2 | . | -0.2 | 3 | 4 | -7 | -1 | 0
Cc1cc(C)n2nc(C)c(Br)c2n1 | -1 | 2.9 | 0 | -0.3 | -2.3 | -5 | -8 | -6 | 4 | -6
O=C(C(=O)c1cccnc1)c1cccnc1 | -1 | 1.1 | 5 | . | 0.1 | 5 | -4 | 5 | 0 | ?
Cc1nc(SCC(=O)NC(=O)NC(C)(C)C)nc(C)c1C | -17 | -2.7 | -2 | . | -5.3 | 0 | 19 | -7 | 4 | 1
COC(C(=O)Nc1ccnn1C1CCN(Cc2ccc(C)o2)CC1)c1ccccc1 (centres undefined) | 10 | -0.3 | -5 | -1.3 | -1.0 | . | 11 | 10 | 4 | 6
CNC[C@H]1Oc2c(NS(=O)(=O)c3ccc(F)cc3)cccc2C(=O)N([C@H](C)CO)C[C@@H]1C | -4 | -1.5 | 5 | -0.6 | 1.3 | 6 | . | -6 | 0 | -5
O=C(O)C1C2CCC1C(O)C2 (centres undefined) | 7 | . | 0 | . | -2.3 | . | . | -20 | -1 | 6
COc1ccc(C2=NS(=O)(=O)N(C)C(C(=O)NC3CCCC3)=C2)cc1OC | 17 | 4.7 | 9 | 0.4 | -1.3 | 4 | 6 | 4 | -4 | 3

Entries from the list above that have two or more sulfur atoms:
SMILES | GDH-TPI counter | UGM FP inh | MazEF act | Mtb BioA inh | FadD28 binding | Rv3671c inh | VHR inh abs | CCHF vOTU inh | Mtb FBA inh | BoNT-F LC inh
COc1ccc(S(=O)(=O)NCC(=O)N(CC(=O)NC(C)(C)C)Cc2cccs2)cc1 | 2 | 3.3 | -4 | . | 0.0 | -3 | 11 | -2 | 1 | -10
Cc1ccsc1/C=C1\SC(=S)N(CC2CCCO2)C1=O (centres undefined) | 6 | 1.2 | 3 | . | 0.3 | 0 | 31 | 16 | -9 | 7

More results follow:
SMILES | GDH-TPI counter | UGM FP inh | MazEF act | Mtb BioA inh | FadD28 binding | Rv3671c inh | VHR inh abs | CCHF vOTU inh | Mtb FBA inh | BoNT-F LC inh
CC(NC(=O)c1cccs1)c1n[nH]c(=S)n1C (centres undefined) | -5 | 0.0 | -1 | 0.4 | -3.8 | 1 | -8 | -2 | 2 | -14
CC1(C)C=C2[C@H]3CC[C@@H]4[C@@]5(C)CCC(=O)C(C)(C)[C@@H]5CC[C@@]4(C)[C@]3(C)CC[C@@]2(C(=O)O)CC1 | 10 | 0.2 | 0 | 1.2 | 0.4 | 1 | 24 | 3 | 3 | 1
Cc1ccc(N(CC(=O)NCc2ccco2)C(=O)CCC(=O)Nc2nccs2)cc1C | 7 | -0.6 | 8 | -1.5 | . | -3 | 29 | 9 | 2 | 0
O=C(COc1ccc([N+](=O)[O-])cc1)N1CCc2ccccc2C1 | 6 | 0.9 | -3 | 1.3 | -0.5 | 3 | 13 | -3 | 2 | 10
Cn1c(=O)c2c(n(C)c1=O)=NC1(CCCCC1)N=2 | 4 | -0.4 | 10 | -0.9 | -0.1 | 1 | 0 | -2 | 5 | 1
CC(NS(=O)(=O)c1cccc(S(=O)(=O)c2ccccc2)c1)C(=O)O (centres undefined) | 7 | 2.6 | 2 | . | -1.3 | -5 | -4 | -8 | 1 | 0
CCOc1ccccc1Oc1coc2cc(O)ccc2c1=O | 22 | 1.4 | -2 | 0.3 | -2.8 | -3 | 14 | -21 | 53* | 6
Cc1ccc(S(=O)(=O)c2nc(-c3ccco3)oc2N2CCC(C)CC2)cc1 | 9 | 0.7 | -1 | -0.7 | -0.6 | -16 | -12 | 13 | 5 | 16
Cc1ccc2nc(-c3ccccc3)c(NC(=O)c3ccco3)n2c1 | 0 | 0.6 | 5 | 0.5 | -4.7 | -2 | -5 | 2 | -1 | 2
Cc1ccc(NC(=O)c2csc3c2CCCC3)cc1 | -8 | -1.0 | 8 | . | -1.9 | 4 | -22 | 20 | 1 | -4
O=C(CSC1=NS(=O)(=O)c2ccccc2N1)Nc1nccs1 | 2 | -1.6 | 4 | -1.3 | -0.6 | -4 | . | 7 | 3 | -7
CNC(=O)CSc1nc(N)c2c3c(sc2n1)CCC3 | 11 | . | 4 | 5.0 | -1.5 | -3 | 25 | -6 | 3 | -6
